RGS7-Gao reg = regulators of human RGS7-Galphao interaction; Multiplexed bead flow cytometry, RGS7-Galphao binding; actives lie on both sides; P09471; binding response (% of control), % at 10 µM; hit rate 0.35% among 220,000; in the data active means binding response below about 49% or above about 150%;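 further: fluorescent Galphao held in activated GDP-AlF4 state binding bead-coupled RGS7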
Target sequence (P09471 whole entry, looked up): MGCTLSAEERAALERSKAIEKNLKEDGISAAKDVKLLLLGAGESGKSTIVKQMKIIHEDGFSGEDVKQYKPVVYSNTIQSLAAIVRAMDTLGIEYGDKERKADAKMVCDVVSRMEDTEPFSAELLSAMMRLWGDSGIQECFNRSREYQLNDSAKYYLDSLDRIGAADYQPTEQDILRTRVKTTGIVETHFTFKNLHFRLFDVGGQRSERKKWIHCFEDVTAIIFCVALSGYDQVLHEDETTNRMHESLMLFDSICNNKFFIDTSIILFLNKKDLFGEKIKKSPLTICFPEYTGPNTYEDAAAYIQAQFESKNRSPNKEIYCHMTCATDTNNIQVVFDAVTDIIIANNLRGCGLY
Bcl-XL Bim block = human Bim-Bcl-XL interaction inhibition; Q07817; hit rate 0.04% among 190,000; AID 1007; Bim peptide-Bcl-XL binding, bead flow cytometry, fluorescence; inhibition, % at 10 µM
Bim-Mcl-1 = disrupts Bim peptide binding to human Mcl-1 | Q07820 | Bead-based flow cytometry, Bim peptide-Mcl-1 binding | inhibition, % at 10 µM | hit rate 0.1% among 190,000 | AID 1009;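 further: 0% = no compound tracer wells and 100% = peptide blocker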
RGS4-Gao reg = modulates binding of RGS4 to human Galphao. binding response (% of control), % at 10 µM. hit rate 0.33% among 220,000. P09471. Multiplexed bead flow cytometry; actives lie on both sides; in the data active means binding response below about 49% or above about 150%; inactive means in between;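 further: fluorescent Galphao activated with aluminum fluoride binding bead-coupled RGS4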
Bfl-1 Bim block = disrupts Bim binding to human Bfl-1 | Q16548 | Bead-based flow cytometry, Bim-Bfl-1 binding inhibition | inhibition, % at 10 µM | hit rate 0.12% among 190,000;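 further: 0% = wells without compound plus tracer and 100% = blocker peptide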
Bim-Bcl-W = inhibitors of Bim-Bcl-W interaction, human | bead-based flow cytometry, Bim peptide-Bcl-W binding | inhibition, % at 10 µM | hit rate 0.02% among 190,000 | AID 952;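 further: 0% = bound tracer without compound and 100% = peptide blocker; higher means less fluorescent Bim peptide bound to Bcl-W beads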
Bim-Bcl-B = inhibitors of Bim-Bcl-B interaction, human. Q9HD36. bead-based flow cytometry, Bim peptide-Bcl-B binding. inhibition, % at 10 µM. hit rate 0.073% among 190,000;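 further: 0% = tracer peptide without compound and 100% = reference inhibitor peptide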
Target sequence (Q9HD36 whole entry, looked up): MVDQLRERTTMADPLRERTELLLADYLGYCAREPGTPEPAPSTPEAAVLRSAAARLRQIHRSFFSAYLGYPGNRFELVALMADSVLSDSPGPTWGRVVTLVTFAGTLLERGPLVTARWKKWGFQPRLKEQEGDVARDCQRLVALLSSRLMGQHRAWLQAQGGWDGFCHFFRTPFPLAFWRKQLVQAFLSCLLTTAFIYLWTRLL
Bcl-2 Bim block = human Bim-Bcl-2 interaction inhibition; inhibition, % at 10 µM; P10415; hit rate 0.06% among 190,000; Bead-based flow cytometry, Bim peptide-Bcl-2 binding; in the data active means inhibition above about 40%;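 further: 0% = no compound wells with probe peptide and 100% = reference peptide inhibitor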
Target sequence (P10415 whole entry, looked up): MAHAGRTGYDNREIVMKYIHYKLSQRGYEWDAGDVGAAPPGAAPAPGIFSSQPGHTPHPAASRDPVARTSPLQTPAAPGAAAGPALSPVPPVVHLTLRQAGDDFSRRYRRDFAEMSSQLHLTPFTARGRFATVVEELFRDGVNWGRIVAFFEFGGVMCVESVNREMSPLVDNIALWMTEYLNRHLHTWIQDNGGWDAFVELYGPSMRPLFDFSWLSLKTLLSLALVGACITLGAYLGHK
RGS8-Gao reg = regulators of human RGS8-Galphao interaction; response (percent of control binding), % at 10 µM; hit rate 0.34% among 220,000; multiplexed bead flow cytometry, RGS8-Galphao binding; actives lie on both sides; AID 1423; in the data active means response below about 60% or above about 140%; inactive means in between;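 further: Galphao activated as the GDP aluminium fluoride complex binding bead-coupled RGS8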
Mcl1-Bid inh = disrupts binding of human Mcl-1 to Bid peptide. TR-FRET Mcl-1/Bid-Dy647 peptide binding, 1536-well. inhibition, % at 21.7 µM. hit rate 0.97% among 220,000. AID 1021;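 active means compounds that cut the binding signal by more than half at the single screening dose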;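 further: His-tagged Mcl-1 with europium anti-His antibody binding Bid BH3 peptide; 0% = Mcl-1 plus peptide wells and 100% = peptide-only wells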
GSH bead fluor = GSH bead compound fluorescence profile; GSH beads flow cytometry, compound fluorescence 488/530 nm; stronger effect = higher value; fluorescence (KMESF) at 10 µM; hit rate 0.25% among 190,000; AID 1776; in the data active means fluorescence above about 89;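 further: glutathione beads carrying GST-tagged Bcl family fusion proteins plus one bare bead set; values are compound well signal with DMSO vehicle wells as background; inactives centre near 16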
Numbers without * were called inactive. Unless noted, no stated cut-off is given here; in the data, active means inhibition above about 40%.

item	RGS7-Gao reg	Bcl-XL Bim block	Bim-Mcl-1	RGS4-Gao reg	Bfl-1 Bim block	Bim-Bcl-W	Bim-Bcl-B	Bcl-2 Bim block	RGS8-Gao reg	Mcl1-Bid inh	GSH bead fluor	Structure
1	99	-1	-1	96	-10	1	-6	-9	98	-16	21	CSC1=NCCN1C(=O)c1ccc(S(=O)(=O)N(C)C)cc1
2	98	0	0	100	-2	0	-1	1	100	-22	10	COc1cccc(-c2cc(C(F)(F)F)nc(-n3ccc([N+](=O)[O-])n3)n2)c1
3	87	-10	-1	86	-11	0	-7	-4	93	13	52	COc1ccc(S(=O)(=O)NCC(=O)N(CC(=O)NCC2CCCO2)c2cc(C)ccc2C)cc1 (stereo not drawn)
4	97	1	-4	92	1	0	0	-5	103	-33	7	Cc1cc(C)n(-c2ccc(C(=O)OCC(=O)c3c(N)n(C)c(=O)n(C)c3=O)cc2)n1
5	98	2	-1	102	0	5	4	0	98	-6	18	O=C(Cc1ccccc1)Nc1ccc2c(c1)C(=O)N(CC1CCCO1)C2=O (stereo not drawn)
6	97	-1	-1	100	-1	0	-4	-2	102	-16	21	Cc1ccc(C(=O)OCC(=O)NCc2cccs2)cc1S(=O)(=O)N1CCOCC1
7	102	0	-4	101	4	-2	5	6	100	19	14	Cc1ccc(NC(=O)Cn2cnc3c(nnn3Cc3ccc(F)cc3)c2=O)cc1
8	91	-9	-2	91	-11	3	-7	-5	93	-2	53	CCCn1c2c(c(O)c(C(=O)Nc3ccc(OC)cc3)c1=O)CCCC2
9	99	-3	2	99	-6	0	-6	-2	100	-18	46	O=C(Cn1c(=O)n(-c2cccc(Cl)c2)c(=O)n1CC(=O)N1CCCCC1)N1CCCCC1
10	103	0	-2	114	0	-1	-4	0	102	14	7	COc1cc(OC)cc(C(=O)N2CCN(Cc3cccc(F)c3)CC2)c1
11	96	-3	2	93	-3	0	0	0	100	-15	12	CCN(C(=O)CSc1nnc(-c2ccccc2Br)o1)C1CCS(=O)(=O)C1 (stereo not drawn)
12	94	-1	0	91	-5	-1	-4	-2	96	-20	20	CCCCn1c(NCc2ccncc2)nc2ccccc21
13	103	1	-3	101	-14	-1	-6	-6	105	-17	25	Clc1ccc(-c2noc(CN3CCN(c4ccccc4)CC3)n2)cc1
14	100	3	3	99	-2	3	-1	0	99	-7	19	Cc1cc(=O)oc2cc(OCC(=O)NCC3CCCO3)ccc12 (stereo not drawn)
15	97	-1	-3	100	0	0	-5	2	100	-7	23	COC(/C=C/Nc1ccc(C)c(C)c1)=C(C#N)C#N
16	102	-5	0	106	-14	1	-7	-6	101	-56	66	CCCn1nc2cc(C(=O)NCCc3cccs3)ccc2c1OCC
17	97	1	-1	99	7	-1	2	1	95	-89	8	NC(=S)Nn1c(CCC(=O)O)ccc1-c1ccccc1
18	101	16	5	100	3	15	39	10	100	-19	6	CCOc1nc(N=C(N)N)nc2c(C)cccc12
19	100	-4	8	101	-4	-3	-4	-3	101	-24	9	Cc1cc(C)cc(NC(=O)CCCSc2nc3ccccc3[nH]2)c1
20	104	-5	0	105	-1	-2	-3	0	106	-57	13	Cn1cccc1/C=N/NC(=O)c1cccc(OC(F)(F)C(F)F)c1
21	101	-1	-2	100	0	-3	0	0	98	-3	5	CC(C)(C)NC(=O)CSc1nsc(SCC(=O)NC(C)(C)C)c1C#N
22	101	-6	-5	96	0	-2	-11	-7	100	-5	10	CCC(=NCc1ccc(Cl)c(Cl)c1)c1nc(-c2ccco2)oc1O
23	101	-6	-3	102	0	-3	-4	-11	100	0	19	Cc1nc2ccccc2n1C(=O)N1CCOCC1
24	101	-6	-5	99	-2	-4	-4	0	100	0	35	COc1ccc(-n2ncc3c(=O)n(CC(=O)N4c5ccccc5CC4C)cnc32)cc1 (stereo not drawn)
25	103	-4	-5	105	-5	-7	-4	-2	120	-12	24	Cc1cc(N2CCN(S(=O)(=O)c3ccc(Cl)cc3)CC2)c2ccccc2n1
26	98	1	16	97	2	8	1	-2	99	-36	7	CS(=O)(=O)N(CC(=O)NCCSCc1c(F)cccc1Cl)c1ccc2c(c1)OCO2
27	98	-2	0	96	-2	-2	0	-2	97	-6	16	C/C(Cl)=C/Cc1c(C)[nH]c2ccc(C)cc2c1=O
28	99	-2	-4	99	-15	-4	-10	-11	100	-13	11	O=C(COC(=O)c1cc(Br)c(Br)s1)NCCC1=CCCCC1
29	106	0	-1	104	0	-2	-8	-1	107	-5	12	CCc1cccc2c(-c3csc(=NC)n3C)c[nH]c12
30	102	0	-3	104	-1	-4	-5	-3	101	-21	10	Cn1c(CSc2ncccn2)nnc1SCC(=O)N1CCCc2ccccc21

Gathered by group, the entries above containing four or more nitrogen atoms (10)
item	RGS7-Gao reg	Bcl-XL Bim block	Bim-Mcl-1	RGS4-Gao reg	Bfl-1 Bim block	Bim-Bcl-W	Bim-Bcl-B	Bcl-2 Bim block	RGS8-Gao reg	Mcl1-Bid inh	GSH bead fluor	Structure
2	98	0	0	100	-2	0	-1	1	100	-22	10	COc1cccc(-c2cc(C(F)(F)F)nc(-n3ccc([N+](=O)[O-])n3)n2)c1
4	97	1	-4	92	1	0	0	-5	103	-33	7	Cc1cc(C)n(-c2ccc(C(=O)OCC(=O)c3c(N)n(C)c(=O)n(C)c3=O)cc2)n1
7	102	0	-4	101	4	-2	5	6	100	19	14	Cc1ccc(NC(=O)Cn2cnc3c(nnn3Cc3ccc(F)cc3)c2=O)cc1
9	99	-3	2	99	-6	0	-6	-2	100	-18	46	O=C(Cn1c(=O)n(-c2cccc(Cl)c2)c(=O)n1CC(=O)N1CCCCC1)N1CCCCC1
12	94	-1	0	91	-5	-1	-4	-2	96	-20	20	CCCCn1c(NCc2ccncc2)nc2ccccc21
13	103	1	-3	101	-14	-1	-6	-6	105	-17	25	Clc1ccc(-c2noc(CN3CCN(c4ccccc4)CC3)n2)cc1
18	101	16	5	100	3	15	39	10	100	-19	6	CCOc1nc(N=C(N)N)nc2c(C)cccc12
21	101	-1	-2	100	0	-3	0	0	98	-3	5	CC(C)(C)NC(=O)CSc1nsc(SCC(=O)NC(C)(C)C)c1C#N
24	101	-6	-5	99	-2	-4	-4	0	100	0	35	COc1ccc(-n2ncc3c(=O)n(CC(=O)N4c5ccccc5CC4C)cnc32)cc1 (stereo not drawn)
30	102	0	-3	104	-1	-4	-5	-3	101	-21	10	Cn1c(CSc2ncccn2)nnc1SCC(=O)N1CCCc2ccccc21

(listing goes on)
item	RGS7-Gao reg	Bcl-XL Bim block	Bim-Mcl-1	RGS4-Gao reg	Bfl-1 Bim block	Bim-Bcl-W	Bim-Bcl-B	Bcl-2 Bim block	RGS8-Gao reg	Mcl1-Bid inh	GSH bead fluor	Structure
31	114	-3	-2	99	-8	-1	-7	-6	98	0	24	CCc1ccc(-c2nc(NC(=S)NC(=O)c3cccs3)sc2C)cc1
32	82	-2	-7	80	4	-2	-2	0	78	-26	13	O=C(NNC(=O)c1ccccc1O)c1ccc(Cl)cc1
33	104	-3	-3	105	-4	-4	-6	-5	103	-23	6	CCOc1ccc(-c2csc(/C(C#N)=C\c3ccc(O)c([N+](=O)[O-])c3)n2)cc1
34	103	-6	-3	104	0	-1	-2	0	108	17	14	O=C(O)c1ccc(-n2ccnc2)c([N+](=O)[O-])c1
35	96	-5	-2	101	-1	-3	-5	-7	98	-15	4	COP(=O)(OC)c1nc(-c2cccc3ccccc23)oc1NCCc1ccccc1
36	99	-3	0	97	-6	-2	-3	-1	98	-19	9	O=C(Nc1ccc(F)cc1)C(NC1CCCCC1)c1ccccc1 (stereo not drawn)
37	100	-4	-1	100	-1	-3	-5	-1	98	-67	22	NC1=NN=C(N2N=C(c3ccco3)CC2(O)C(F)(F)F)n2ncnc2C1 (stereo not drawn)
38	96	-3	-4	99	-2	0	-24	-5	99	-22	8	Cc1ccc(NC(=O)CCC(=O)NNC(=S)Nc2ccccc2)c(C)c1
39	101	1	-2	94	-2	-1	0	-3	101	-42	16	COc1ccc(Oc2cc(C(F)(F)F)cnc2C(N)=O)cc1
40	108	-5	2	110	-13	4	-3	-2	105	-13	5	O=S1(=O)N=C(N2CCOCC2)c2ccccc21
41	101	1	0	104	2	3	1	1	109	1	12	Cc1cccc(S(=O)(=O)c2c(N)n(/N=C/c3ccco3)c3nc4ccccc4nc23)c1
42	100	2	-1	102	1	0	1	-4	102	-33	11	CN(C)c1ccc(C2OC(=O)C(C)(C)C(=O)C2(C)C)cc1 (stereo not drawn)
